# Screening data deposited in PubChem BioAssay by Sanford-Burnham Center for Chemical Genomics.
# IAP activation: activators of mouse IAP, confirmation, biochemical, luminescence, single concentration (AID 434970) | purified mouse IAP, CDP-Star luminescence, 30 min; active compounds read low | intestinal alkaline phosphatase [Mus musculus] | hit rate 2.9% among 11,000 | activity change, negative = activation, % at 10 µM; in the data active = activity change below about -85%;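 note: percent relative to enzyme plus DMSO wells and wells without enzyme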
# IAP activation Fold change: also measured in IAP activation; calls as there; activation factor; measured here: IAP activation factor; active compounds read high;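 fold luminescence change scaled to plate control wells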
# * marks the source's active call; other numbers are inactive results. These rows are one share of the data (hit frequency here may not be typical).
CC(C)C(=O)N1c2ccccc2NC2=C(C(=O)CCC2)C1c1ccc(N(C)C)cc1 (stereo not drawn)
- IAP activation = 2
- IAP activation Fold change = 0.97

COc1cccc(C(=O)Nc2ccc(S(=O)(=O)Nc3onc(C)c3C)cc2)c1
- IAP activation = 10
- IAP activation Fold change = 0.9

c1coc(-c2nnc(-c3ccco3)nn2)c1
- IAP activation = 81
- IAP activation Fold change = 0.19

Cc1nn(-c2ccccc2)c2nc(-c3ccncc3)cc(C(=O)NCc3ccco3)c12
- IAP activation = 10
- IAP activation Fold change = 0.9

CC(C)NC(=O)CCS(=O)(=O)c1cccc2nonc12
- IAP activation = 9
- IAP activation Fold change = 0.91

CCn1c(NCc2ccccn2)nc2ccccc21
- IAP activation = 12
- IAP activation Fold change = 0.88

CCOC(=O)c1c(CN(CC)CC)oc2ccc(OC)cc12
- IAP activation = 6
- IAP activation Fold change = 0.94

O=C(CSc1nnc(CN2CCOCC2)n1-c1ccccc1)N1CCc2ccccc21
- IAP activation = 3
- IAP activation Fold change = 0.97

Cc1ccc(Nc2nc(N)nc(CN3CCN(C)CC3)n2)cc1
- IAP activation = 12
- IAP activation Fold change = 0.88

COC(=O)c1ccc2c(c1)c(-c1ccccc1)c(-c1ccccc1)n2C
- IAP activation = -7
- IAP activation Fold change = 1.1

O=C(O)CC1(CC(=O)Nc2ccc3ccccc3c2)CCCCC1
- IAP activation = 9
- IAP activation Fold change = 0.91

CC[C@]12c3[nH]c4ccc(OC)cc4c3CCN1C(=O)C(CC(=O)NCCCN(C)C)C[C@@H]2C(=O)N1CCN(C(=O)C2CC2)CC1 (stereo partly drawn)
- IAP activation = -11
- IAP activation Fold change = 1.1

Fc1ccc(CNc2nc(-c3ccco3)cc(C(F)(F)F)n2)cc1
- IAP activation = 1
- IAP activation Fold change = 0.99

CC(=O)c1sc2nc(-c3ccco3)ccc2c1N
- IAP activation = 63
- IAP activation Fold change = 0.37

Cc1ccc(-c2nnc(SCC(C)C)n2C)cc1
- IAP activation = 12
- IAP activation Fold change = 0.88

CCOC(=O)C1=CN(Cc2cccc(F)c2)S(=O)(=O)N(CC)C1c1ccc(Br)cc1F (stereo not drawn)
- IAP activation = 5
- IAP activation Fold change = 0.95

CC(=O)c1c(C)[nH]c(C(=O)Nc2ccc3c(c2)OCCO3)c1C
- IAP activation = -4
- IAP activation Fold change = 1

CCn1cnc2sc(C(=O)O)c(C)c2c1=O
- IAP activation = 10
- IAP activation Fold change = 0.9

COc1ccc(C2CC(=O)Oc3cc(C)c(Cl)c(C)c32)cc1 (stereo not drawn)
- IAP activation = -17
- IAP activation Fold change = 1.2

CN1C(C)(C)CC(=NOC(=O)c2ccccc2)CC1(C)C
- IAP activation = -13
- IAP activation Fold change = 1.1

O=C(Nc1ccc2c(c1)OCO2)C1CC(c2ccc(F)cc2)=NO1 (stereo not drawn)
- IAP activation = 5
- IAP activation Fold change = 0.95

CC1CC(C)CN(C(=O)CN2CCN(Cc3ccc(Cl)cc3)C2=O)C1 (stereo not drawn)
- IAP activation = -6
- IAP activation Fold change = 1.1

O=C(CN(C(=O)Cn1nnc(-c2cccs2)n1)c1ccc2c(c1)OCCO2)NCc1ccccc1
- IAP activation = -8
- IAP activation Fold change = 1.1

CCCN1CCN(C(=O)c2cn(CC(C)C)c(=O)c3cc(OC)c(OC)cc23)CC1
- IAP activation = -4
- IAP activation Fold change = 1

Cc1ccc(Nc2nc(-c3c(C)n(C)n(-c4ccccc4)c3=O)c(C)s2)cc1
- IAP activation = 4
- IAP activation Fold change = 0.96

# An excerpt from further up, for reference:
CC(C)C(=O)N1c2ccccc2NC2=C(C(=O)CCC2)C1c1ccc(N(C)C)cc1 (stereo not drawn)
- IAP activation = 2
- IAP activation Fold change = 0.97

COc1cccc(C(=O)Nc2ccc(S(=O)(=O)Nc3onc(C)c3C)cc2)c1
- IAP activation = 10
- IAP activation Fold change = 0.9

c1coc(-c2nnc(-c3ccco3)nn2)c1
- IAP activation = 81
- IAP activation Fold change = 0.19

Cc1nn(-c2ccccc2)c2nc(-c3ccncc3)cc(C(=O)NCc3ccco3)c12
- IAP activation = 10
- IAP activation Fold change = 0.9

CC(C)NC(=O)CCS(=O)(=O)c1cccc2nonc12
- IAP activation = 9
- IAP activation Fold change = 0.91

CCn1c(NCc2ccccn2)nc2ccccc21
- IAP activation = 12
- IAP activation Fold change = 0.88

# Further records:
CCN(CC)C(=O)[C@H]1C[C@H](CC(=O)NCc2ccc(OC)c(OC)c2)C(=O)N2CCc3c([nH]c4cc(-c5ccco5)ccc34)[C@]12C
- IAP activation = -9
- IAP activation Fold change = 1.1

COc1ccc(C2/C=C\CC(OCc3ccccc3)CC(=O)N2Cc2cccc(F)c2)cc1 (stereo not drawn)
- IAP activation = -9
- IAP activation Fold change = 1.1

CC(C)C(NC(=S)NCc1ccccc1)C(=O)O (stereo not drawn)
- IAP activation = 7
- IAP activation Fold change = 0.93

O=C(COC(=O)Cn1[nH]c(=O)c2ccccc2c1=O)Nc1ccc2c(c1)OCO2
- IAP activation = 5
- IAP activation Fold change = 0.95

Cc1ccc(NC(=O)c2ncn(CC(=O)NCc3ccccc3)n2)cc1C
- IAP activation = 2
- IAP activation Fold change = 0.98

O=C(Oc1ccc2c(c1)OCO2)c1ccc(F)cc1Cl
- IAP activation = 9
- IAP activation Fold change = 0.91

O=C(Cn1cnc2c(NCc3ccccc3)ncnc21)NCc1ccccn1
- IAP activation = 2
- IAP activation Fold change = 0.98

# Arranged by molar mass (highest first): some entries from above
COc1cccc(C(=O)Nc2ccc(S(=O)(=O)Nc3onc(C)c3C)cc2)c1
- IAP activation = 10
- IAP activation Fold change = 0.9

O=C(Oc1ccc2c(c1)OCO2)c1ccc(F)cc1Cl
- IAP activation = 9
- IAP activation Fold change = 0.91

CN1C(C)(C)CC(=NOC(=O)c2ccccc2)CC1(C)C
- IAP activation = -13
- IAP activation Fold change = 1.1

Cc1ccc(-c2nnc(SCC(C)C)n2C)cc1
- IAP activation = 12
- IAP activation Fold change = 0.88
